High-throughput results from PubChem BioAssay.
HKDC1 inhibitor – inhibitors of human hexokinase HKDC1; 340,000 compounds, 0.16% hits; AID 493160; recombinant HKDC1, G6PDH/diaphorase resazurin coupled fluorescence; Q2TB90; inhibition, % at 20 µM;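 active = inhibition above about 35% when tested at 20 µM, limit read from the data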;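 also: plate controls were DMSO wells with enzyme for no effect and DMSO wells lacking enzyme for full effect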
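System: Recombinant HKDC1 hexokinase | Amount: HKDC1 at 5 µg/mL | Reagent: Glucose with 1 mM ATP | Doses: Single 20 µM dose | Incubation: Reaction time 90 min, room temperature, protected from light | Signal: Coupled resazurin fluorescence, excitation 525 nm, emission 613 nm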
SENP8 block-1 – inhibitors of human SENP8 protease. Q96LD8. recombinant SENP8, Nedd8 substrate fluorescence. inhibition, % at 20 µM. 360,000 compounds, 0.64% hits. AID 602440; in the data active = inhibition mostly above about 40%, no sharp cut-off; inactive = mostly below about 27%
Target sequence (Q96LD8 whole entry, looked up): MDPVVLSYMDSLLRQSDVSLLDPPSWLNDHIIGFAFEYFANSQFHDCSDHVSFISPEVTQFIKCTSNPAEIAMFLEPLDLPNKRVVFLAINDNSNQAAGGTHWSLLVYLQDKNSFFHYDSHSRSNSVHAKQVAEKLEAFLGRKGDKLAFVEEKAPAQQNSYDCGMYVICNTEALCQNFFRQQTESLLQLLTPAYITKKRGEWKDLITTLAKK
SENP8 block-2 – inhibitors of human SENP8 protease. purified SENP8, Z-RLRGG-aminoluciferin cleavage, luminescence. Q96LD8. inhibition, % at 10 µM. 330,000 compounds, 1.2% hits. AID 2540; in the data active = inhibition above about 50%
UBC13 inh – inhibitors of human UBC13 polyubiquitin chain formation | 330,000 compounds, 0.47% hits | P61088 | inhibition, % at 20 µM | TR-FRET; in the data active = inhibition above about 45%, passing the limit was not always enough
Target sequence (P61088 whole entry, looked up): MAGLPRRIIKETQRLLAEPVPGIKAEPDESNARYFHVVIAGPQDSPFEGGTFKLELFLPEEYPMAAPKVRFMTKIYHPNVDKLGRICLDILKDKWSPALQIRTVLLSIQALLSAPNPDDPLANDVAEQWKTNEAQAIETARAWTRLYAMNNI
MIN6 prolif – inducers of beta-cell replication in MIN6 cells | MIN6 cells proliferation, ATPlite luminescence, 48 h; cells starved in 0.2% serum; 100% = growth in 10% serum | proliferation, % at 10 µM | 330,000 compounds, 0.29% hits | AID 2380;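 active = compounds whose signal lies at least 3.5 SD above the mean of all wells on their plate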;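 also: 0% = DMSO-treated cells in low-serum medium and 100% = 10% serum control; some compounds called inactive have numbers as strong as hits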
SENP6 block – blocks the human protease SENP6. 330,000 compounds, 1.8% hits. Recombinant SENP6 catalytic domain, aminoluciferin luminescence. Q9GZR1. inhibition, % at 10 µM;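 active = inhibition above about 50% at the single tested dose, limit read from the data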;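 also: plate controls were DMSO wells with enzyme for no effect and DMSO wells lacking enzyme for full effect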
Target sequence (Q9GZR1 628-1112 limits assumed): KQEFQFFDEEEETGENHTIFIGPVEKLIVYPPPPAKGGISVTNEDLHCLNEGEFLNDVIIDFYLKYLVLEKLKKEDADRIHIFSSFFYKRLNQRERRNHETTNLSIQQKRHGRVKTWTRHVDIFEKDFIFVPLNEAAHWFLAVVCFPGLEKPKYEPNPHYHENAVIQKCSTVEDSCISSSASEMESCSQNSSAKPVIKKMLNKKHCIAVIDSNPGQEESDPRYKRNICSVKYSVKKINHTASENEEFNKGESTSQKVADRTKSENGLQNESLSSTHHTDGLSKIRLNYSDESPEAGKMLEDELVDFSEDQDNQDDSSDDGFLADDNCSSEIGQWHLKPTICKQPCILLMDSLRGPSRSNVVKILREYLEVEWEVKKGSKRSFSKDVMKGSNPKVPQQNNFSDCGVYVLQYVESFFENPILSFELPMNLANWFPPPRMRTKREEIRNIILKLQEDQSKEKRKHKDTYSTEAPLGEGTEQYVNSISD
SENP7 inh – blocks the human protease SENP7; recombinant SENP7, Z-RLRGG-aminoluciferin luminescence, 40 min; inhibition, % at 5 µM; 330,000 compounds, 1.5% hits; Q9BQF6;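 active = inhibition above about 50% at the single test dose, limit read from the data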;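 also: plate controls were DMSO with enzyme for no effect and no enzyme buffer wells for full effect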
SENP1 inh – blocks the human SENP1 SUMO protease catalytic domain | Q9P0U3 | recombinant SENP1 catalytic domain, CyPet-SUMO1-YPet FRET cleavage | inhibition, % at 10 µM | 360,000 compounds, 0.21% hits | AID 624204;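 active = inhibition at least 30% at 10 µM, raw YFP signal under a set limit, fluorescence ratio 0.5 to 1.5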;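 also: 0% = enzyme with DMSO and 100% = no enzyme wells; some results filed as inactive read as strong as hits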
Target sequence (Q9P0U3 419-644 limits assumed): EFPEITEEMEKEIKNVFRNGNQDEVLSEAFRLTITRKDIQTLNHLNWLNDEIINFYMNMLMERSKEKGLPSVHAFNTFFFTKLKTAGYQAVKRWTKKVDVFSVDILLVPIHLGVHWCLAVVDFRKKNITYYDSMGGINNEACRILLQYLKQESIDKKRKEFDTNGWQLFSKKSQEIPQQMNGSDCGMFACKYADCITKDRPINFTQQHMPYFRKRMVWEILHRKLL
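System: Recombinant human SENP1 catalytic domain, His6-tagged | Incubation: Enzyme reaction for 50 min at room temperature, dark | Medium: Tris pH 8 with BME, BSA, NP40 and catalase | Also added: 25 nM SUMO1 FRET substrate | Compound: 10 µM single point, 0.5% DMSO | Measured by: FRET fluorescence in CFP and YFP emission channels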
PfGluPho inh – PfG6PD (Plasmodium falciparum) enzyme inhibition. PfGluPho enzyme, NADPH resazurin-diaphorase fluorescence. 350,000 compounds, 0.78% hits. inhibition, % at 20 µM. AID 504690;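 active = inhibition reaching at least a set limit at 20 µM in the primary screen, cut at about 59% in these data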;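 also: 0% = DMSO wells with substrate and 100% = DMSO wells lacking glucose-6-phosphate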
Starred values were filed as active, the others as inactive; . = no result given.

Results follow in this order: PfGluPho inh, HKDC1 inhibitor, UBC13 inh, SENP6 block, MIN6 prolif, SENP8 block-2, SENP8 block-1, SENP7 inh, SENP1 inh
O=C(c1nn2c(C(F)(F)F)cc(-c3cccs3)nc2c1Br)N1CCCc2ccccc21
  -25.4, 2.1, 4.7, -5.1, -4.4, -6.1, -119.9, 0.8, -24.8
CS(=O)(=O)Nc1ccc(S(=O)(=O)N2CCCC2)cc1
  -0.6, 5.8, -10.1, -3.7, 2.7, -5.3, 4.1, -5.7, 1.3
O=C(COC(=O)c1ncc(Cl)c(Cl)c1Cl)Nc1ccccc1OC(F)F
  -11.2, -3.7, 5.0, -3.5, -0.2, -0.5, 15.9, 4.5, -0.2
Cc1ccc(-n2nc3c(=O)n(CC(=O)NCc4ccccn4)nc(C)c3c2C)cc1
  -11.7, 3.0, 4.2, -3.9, 1.3, 4.3, 12.5, -3.1, 2.2
C[C@H](CO)N1C[C@H](C)[C@@H](CN(C)Cc2ccccc2)Oc2c(NC(=O)C3CC3)cccc2C1=O
  -1.9, 2.5, 6.2, 8.4, 1.4, 2.4, 11.3, -3.1, -2.9
COC(=O)C1CSC(C(=O)OC)N1C(=O)CN1CCN(c2ccccc2)CC1 (stereo not drawn)
  -16.8, 9.5, -5.5, -13.1, -2.9, -0.9, 6.6, 1.4, 0.3
O=C(Nc1ncc(Cc2cccc(Cl)c2)s1)c1ccc([N+](=O)[O-])cc1
  3.9, -6.0, -13.3, -0.6, -3.8, -8.5, 12.9, -1.7, -0.7
Cc1cccc(C(=O)NCCC(=O)NCc2ccccc2F)c1
  10.6, 1.4, 8.0, 2.3, 1.1, 2.2, 6.4, 2.9, -0.9
CCN(CC)C(=O)CSc1nc2ncc(Cl)cc2[nH]1
  -7.8, -3.4, -3.3, -25.7, -0.8, -6.0, 25.3, 11.1, 0.6
O=C(c1cc(-c2ccc(Cl)cc2)n[nH]1)N1CCN(C(=O)c2ccco2)CC1
  -3.5, -3.7, -13.0, -1.6, 0.0, -3.3, 6.7, 5.3, -1.1
CCn1c(C)c(C(C)=O)c(N2CCN(c3ccccn3)CC2)nc1=S
  2.9, -7.5, 13.9, -15.0, -3.5, -7.1, 14.1, -9.1, -51.1
Cc1c(Cl)cccc1NC(=O)Nn1cnnc1
  -1.3, 5.9, -8.6, -11.0, -2.6, -10.3, 10.5, -13.4, 3.0
CCc1cc(/C(Cc2ccc3ccccc3n2)=N\O)c(O)cc1O
  -3.2, 0.6, 9.3, 13.6, -2.7, -0.1, 8.9, 0.3, -2.5
S=C(c1c[nH]c2ccccc12)N1CCCC1
  -1.9, 3.2, -2.7, -15.5, 3.1, 2.9, 7.4, 11.0, 0.1
COc1cc(CC(=O)OCC(=O)c2ccc3c(c2)OCCO3)cc(OC)c1OC
  -12.3, -3.4, -7.0, 6.8, -5.6, 4.3, -4.9, -0.5, -2.0
COc1cc(OC)cc(C(=O)NNC(=O)c2ccc(S(=O)(=O)N3CC(C)OC(C)C3)cc2)c1 (stereo not drawn)
  -17.5, -14.8, -24.9, -3.5, -2.7, -4.9, -1.3, -4.4, 2.9
Cc1ccc(S(=O)(=O)Nc2cc(C(C)C)c(O)cc2C)cc1
  1.8, 5.5, 0.2, 0.0, -4.4, 0.0, 3.7, 14.6, -0.5
Cc1ccc(S(=O)(=O)N(C)CCCC(=O)N2CCCCC2)cc1
  -5.6, 2.5, -4.1, 5.8, 1.2, -0.2, 15.6, 4.5, 1.0
c1ccc(-c2cn3c(n2)SCC3)cc1
  0.1, -4.9, 1.4, -33.6, -0.3, -8.8, 26.1, 3.7, 1.1
Cc1nn(-c2ccc(C(=O)O)cc2)c(N)c1-c1ccccc1
  -5.7, -9.4, -7.8, 11.9, -3.0, -9.4, 17.1, 0.0, -0.5
Cc1cccc(C)c1NC(=O)N1CCC(n2cnc3ccccc32)CC1
  2.5, 2.6, -6.8, 1.4, -0.8, -4.7, 7.8, -20.4, 0.5
COc1ccccc1Nc1nc(-c2sc(NC(=O)c3cccc(Cl)c3)nc2C)cs1
  ., ., -49.4, 48.9, -0.6, 40.9, ., -4.0, .
COC(=O)C(NC(=O)COc1ccccc1)(Nc1nc2c(s1)CCCC2)C(F)(F)F (stereo not drawn)
  -5.9, 5.6, -3.0, -6.5, -2.0, -3.2, 20.4, -7.3, 0.0
CCCS(=O)(=O)c1nnnn1-c1cccc(OC)c1
  -0.9, -9.8, ., ., ., ., 11.5, ., 1.1
COC(=O)c1ccc(CSC2=NCCS2)cc1
  -9.4, -10.0, -2.0, -14.0, -2.7, -7.9, 13.2, 0.8, 0.5
CS(=O)(=O)c1ccc(C2=C(c3ccccc3)C(=O)OC2)cc1
  -2.8, -5.4, -12.3, 1.6, -4.0, 1.4, -11.1, 1.8, -0.4
O=C1S/C(=C\c2ccc(O)c([N+](=O)[O-])c2)C(=O)N1Cc1cccc([N+](=O)[O-])c1
  -17.5, 6.7, -58.1, 36.8, -5.5, 17.5, 29.7, -0.2, 2.2
O=C(Nc1ccc2c(c1)OCCO2)c1ccc2ccccc2n1
  48.6, -0.6, 2.6, 17.7, -4.5, 54.2*, -3.9, 64.5*, -1.3
Cc1c(N=Cc2ccc(O)c(Br)c2)cccc1[N+](=O)[O-]
  10.6, -4.9, 2.0, 9.2, -2.4, 9.7, 19.2, -1.5, 2.5
COc1ccc(NC(=S)c2ccc(N(C)C)cc2)cc1
  5.8, 0.1, 3.5, -17.2, -2.1, -25.2, -106.2, -0.3, 0.9
CS(=O)(=O)N1CCCC(C(=O)Nc2ccc(Br)cc2F)C1 (stereo not drawn)
  -10.3, 4.2, -7.2, -12.3, -1.0, 0.0, 7.3, -5.3, -0.9
Cc1c(NC(=O)CN2C(=O)c3ccccc3C2=O)c(=O)n(-c2ccccc2)n1C
  -4.5, -5.0, 1.8, 10.8, -2.4, -2.5, 20.2, 5.8, -0.4
CN(C)C(CNC(=O)c1cccs1)c1cccnc1 (stereo not drawn)
  -14.6, 1.9, 5.1, -3.8, 1.0, 4.9, 18.6, 0.8, 1.5
COc1ccc2nc(SCC(=O)Nc3ccccc3)[nH]c2c1
  10.1, -1.8, -0.1, 0.4, -3.7, -14.8, 19.9, -2.3, 0.8
Cc1ccccc1C(=O)NCC(=O)OCC(=O)NC(C)C1CC2CCC1C2 (stereo not drawn)
  2.3, -2.2, 0.0, 0.1, -3.1, 0.8, 3.8, -4.8, -0.7
CCc1sc(C(=O)N2CCN(S(C)(=O)=O)CC2)cc1Br
  -10.6, 0.2, 2.2, -1.0, -2.2, 6.2, 3.2, -0.6, 0.4
COc1ccc(N2C(=O)CSC2c2ccccc2F)c(OC)c1 (stereo not drawn)
  -2.2, -2.6, 2.0, 7.9, -0.2, 4.5, 19.3, -7.5, 1.7
Cc1cc(C(F)F)nn1CC(=O)Nc1cc([N+](=O)[O-])ccc1F
  -2.8, -4.1, 11.9, -12.0, 0.8, 0.2, 14.2, 4.5, 0.4
CCN(CC)S(=O)(=O)c1ccc(N2CCCCC2)c(C(=O)Nc2ccccc2N2CCOCC2)c1
  13.2, -0.3, 0.5, -13.1, -2.1, 2.0, -6.1, 4.6, -0.1
COc1ccccc1CCC(=O)OCC(=O)Nc1c(C)nn(-c2ccccc2)c1C
  -15.2, 0.2, -1.2, -12.8, -2.5, 1.5, 0.0, 7.9, 6.1
COc1ccc(OC)c(-n2c(=S)[nH]c3c(sc(=S)n3-c3ccccc3C)c2=O)c1
  43.0, -1.0, 20.0, -13.6, -2.9, -0.1, 16.4, -1.1, 0.8
Cc1ccccc1-n1c(SCC(=O)Nc2ccccc2)nc2nc3c(cc2c1=O)CCCC3
  18.4, -1.2, -12.4, -9.6, 0.0, -11.7, 8.2, -5.9, -15.7
O=C(c1cc2cc(Br)cc(Br)c2oc1=O)N1CCOCC1
  -11.9, -6.4, -4.5, 5.2, 3.3, 5.4, -4.2, 7.0, 3.1
CCNC(=S)N/N=C/c1ccco1
  -2.6, -2.3, -2.7, 0.9, 0.0, -2.5, 18.1, 10.1, 3.0
Cc1cccc(NCc2ccc(O)c3ncccc23)c1
  18.4, 0.5, 26.6, -0.2, -0.9, -6.4, 24.0, -0.7, -0.2
COc1cc(OC)c(/C=N/n2c(C3CCCCC3)n[nH]c2=S)c(OC)c1
  41.6, -3.1, -0.3, 14.8, 4.1, 0.9, 10.1, 4.1, 1.5
CCOc1ccccc1NC(=O)CSc1nc2c(c(=O)n1C)SC(C)C2 (stereo not drawn)
  24.1, -3.5, -5.8, -4.0, 3.0, -5.4, 8.8, 3.5, -2.1
CCOc1cccc(-c2nc(C(N)=O)c3[nH]c(=O)n(-c4cccc(Cl)c4)c3n2)c1O
  -40.6, -2.2, -42.8, -10.5, 1.9, -7.1, 7.4, 7.5, 0.6
FC(F)(F)c1nnc2sc(-c3ccccn3)nn12
  -4.9, -0.8, 0.8, -20.1, -1.1, -5.1, 4.5, -9.8, -0.3
Cc1ccc(-c2cn3cccnc3n2)cc1
  5.2, 1.5, 9.6, -16.8, -4.3, -16.5, -408.0, -9.2, -4.5

Further results follow:
Results follow in this order: PfGluPho inh, HKDC1 inhibitor, UBC13 inh, SENP6 block, MIN6 prolif, SENP8 block-2, SENP8 block-1, SENP7 inh, SENP1 inh
Cc1cccc(-n2ncc3c2CCCC3NC(=O)C2CCOCC2)c1C (stereo not drawn)
  -5.4, -1.9, -2.6, 8.8, 1.0, 1.5, 1.6, -12.5, -2.5
CCc1ccc(OCC(=O)NNC(=O)c2cc(S(=O)(=O)N(C)C)ccc2N2CCCC2)cc1
  -25.6, 6.9, 0.5, -1.8, -3.0, 2.8, -135.9, 1.8, -1.4
Cc1cc(-c2nnc(CCC(=O)NCc3ccc(OC(F)(F)F)cc3)o2)no1
  -9.7, 3.3, 5.1, 19.0, -2.5, -7.5, -0.4, -1.2, -10.9
O=C(c1cccs1)N(c1ccc(F)cc1)C1C=CS(=O)(=O)C1 (stereo not drawn)
  2.3, -5.5, -17.5, -6.8, -1.9, -6.5, 19.2, -5.7, 0.8
c1coc(-c2nc3ccccc3s2)c1
  17.2, -2.5, ., ., ., ., -210.5, ., -5.4
CCN(CC)CCCC(C)NC(=O)c1cccc(S(=O)(=O)N2CCc3ccccc32)c1 (stereo not drawn)
  10.9, -3.7, -6.5, -15.5, -2.0, -8.8, 2.6, -1.2, 0.4
O=c1c2ccccc2nc(-c2ccc(Br)cc2)n1Cc1ccccc1
  -21.2, -7.6, 3.5, 0.6, -2.8, -7.9, -1.6, 7.8, 0.6
CC12CCC3(CO)COC(c4ccccc4O1)C2C3 (stereo not drawn)
  -15.3, -2.5, -1.7, 1.9, -3.3, 5.6, 28.4, 4.5, 1.0
COC(=O)c1cc(C(=O)OC)cc(-n2c(C)cc(C(=O)COC(=O)CNS(=O)(=O)c3ccc(C)cc3)c2C)c1
  9.9, -6.0, 6.5, 6.8, 0.0, 1.9, -20.5, 1.8, -0.8
O=C(COc1ccc([N+](=O)[O-])cc1)NNC(=O)c1cccs1
  -3.1, 5.1, -15.5, -3.7, -0.5, -5.5, 6.2, -2.1, 3.5
C/C(=N\NC(=O)CNC(=O)c1cccc(F)c1)c1ccc2ccccc2c1
  -6.0, -6.8, 4.6, -3.0, 0.0, 2.2, 13.7, -3.3, 2.4
Cc1ccc(CONC(=O)c2ccc([N+](=O)[O-])cc2)cc1
  0.1, -7.0, 3.1, -1.9, 5.8, 6.1, 7.3, -1.8, 2.4
